From PubChem
Epigenetic derep: regulators of epigenetic silencing causing reporter derepression in mouse cells; actives 0.2% (n = 280,000); Potency, µM (doses to about 53.9 µM), for the others: top-dose GFP activation, actives largely listed as activators; AID 1865; murine LDR cells, GFP reporter derepression, 30 h; note: % of control where 0% means no effect; nearly all actives have a fitted effect of over 60% in size
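Murine LDR cells carrying a silenced, genomically integrated CMV-driven GFP reporter were exposed to compound for 30 hours at 37 C. After PBS washes, GFP-positive cells (20–120 um objects) were counted by laser-scanning microplate cytometry.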
NPSR antagonist: neuropeptide S receptor (human) antagonism, cAMP. Q6W5P4. CHO-NPSR cells, cAMP TR-FRET, antagonist mode. Potency, µM (doses to about 38.3 µM), for the others: at the top dose activity change, negative = inhibition, actives largely listed as inhibitors. actives 1% (n = 220,000). AID 1461; note: % is set by controls: 0 for no effect and ±100 for the full control effect; nearly all actives have a fitted effect of over 50% in size; many of its hits are not listed in these tables
GAA glycogen: GAA glycogen-cleavage inhibition or activation; P10253; recombinant GAA, glycogen substrate, Amplex Red glucose oxidase fluorescence; Potency, µM (highest dose often 76.4 µM), without a hit: at the top dose activity change, negative = inhibition, actives largely listed as inhibitors; actives 0.38% (n = 300,000);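 note: 0% = full enzyme reaction and -100% = no-enzyme basal signal; the screen sought inhibitors and activators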
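Natural-substrate format: glycogen cleavage by 4 nM human enzyme, glucose read by Amplex Red coupling (Ex 573, Em 610 nm). Normalized to enzyme and no-enzyme controls.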
GAA spleen mod: lysosomal alpha-glucosidase (human) modulation | Potency, µM (series often up to 79.9 µM), inactives show at the highest dose activity change, negative = inhibition, usual class: inhibitors | P10253 | AID 2112 | human spleen homogenate, 4-MU-alpha-glucoside fluorescence | actives 0.006% (n = 240,000);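 note: 0% = enzyme with vehicle and -100% = no enzyme basal signal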
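AC50 values come from Hill-equation fits of concentration-response data, normalized to no-enzyme and full-activity controls. Enzyme source: 1 ug human spleen homogenate; 1 mM fluorogenic 4-MU glucoside, pH 5.0 citrate buffer, 37 C, 40 min.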
aGal spleen mod: inhibitors or activators of human alpha-galactosidase in spleen homogenate | P06280 | human spleen homogenate, 4MU-alpha-Gal fluorescence, 40 min | Potency, µM (highest dose often 80 µM), inactives show at the top dose activity change, negative = inhibition, usual class: inhibitors | actives 0.008% (n = 240,000);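 note: 0% = enzyme with vehicle and -100% = no enzyme basal signal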
Target sequence (P06280 32-429 limits assumed): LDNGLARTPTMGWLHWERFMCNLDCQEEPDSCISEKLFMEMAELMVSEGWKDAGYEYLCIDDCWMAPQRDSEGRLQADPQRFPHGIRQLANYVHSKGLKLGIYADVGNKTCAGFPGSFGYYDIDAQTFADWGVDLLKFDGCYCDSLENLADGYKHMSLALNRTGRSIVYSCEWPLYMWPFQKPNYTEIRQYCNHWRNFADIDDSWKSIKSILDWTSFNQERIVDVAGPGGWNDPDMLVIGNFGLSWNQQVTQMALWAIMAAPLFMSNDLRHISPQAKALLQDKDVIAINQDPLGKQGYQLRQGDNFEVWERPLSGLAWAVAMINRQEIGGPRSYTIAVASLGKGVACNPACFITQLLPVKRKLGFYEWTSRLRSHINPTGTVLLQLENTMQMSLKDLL
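Fluorogenic readout (Ex 365/Em 440 nm) of 4-methylumbelliferone released from 1 mM 4-MU-alpha-galactoside by spleen homogenate, 40 min at 37C, pH 5.0. Data normalized to no-enzyme and enzyme controls; Hill-equation AC50 from compound titrations.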
GAA inh: inhibitors of human lysosomal alpha-glucosidase; purified human GAA, 4-MU-alpha-glucoside fluorescence; actives 0.005% (n = 200,000); P10253; Potency, µM (series often up to 76.9 µM), inactives show at the top dose activity change, negative = inhibition, actives largely listed as inhibitors;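 note: plate controls were uninhibited enzyme wells for no effect and no-enzyme background for full effect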
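Read-out is 4-methylumbelliferone fluorescence (Ex 365/Em 440 nm) after NaOH/glycine stop at pH 10. Enzyme 4 nM, substrate 400 uM, pH 5.0 citrate buffer, 20 min room temperature; AC50 from Hill-equation concentration-response.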
ALDH1A1 block: blocks purified human ALDH1A1 activity; P00352; Purified ALDH1A1, NADH fluorescence, propionaldehyde substrate; Potency, µM (titrated, usually from 75.3 µM), for the others: at the top dose activity, negative = inhibition, hits mostly inhibitors; actives 7.3% (n = 220,000); AID 1030; active = well fitted inhibition curve with a large enough effect, not every such curve was filed as active; inconclusive = small, poorly fitted or top-dose-only effect, or another doubt; inactive = no such curve, though single readings can be large or run the other way;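 note: plate controls were no enzyme wells and a reference inhibitor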
Target sequence (P00352 whole entry, looked up): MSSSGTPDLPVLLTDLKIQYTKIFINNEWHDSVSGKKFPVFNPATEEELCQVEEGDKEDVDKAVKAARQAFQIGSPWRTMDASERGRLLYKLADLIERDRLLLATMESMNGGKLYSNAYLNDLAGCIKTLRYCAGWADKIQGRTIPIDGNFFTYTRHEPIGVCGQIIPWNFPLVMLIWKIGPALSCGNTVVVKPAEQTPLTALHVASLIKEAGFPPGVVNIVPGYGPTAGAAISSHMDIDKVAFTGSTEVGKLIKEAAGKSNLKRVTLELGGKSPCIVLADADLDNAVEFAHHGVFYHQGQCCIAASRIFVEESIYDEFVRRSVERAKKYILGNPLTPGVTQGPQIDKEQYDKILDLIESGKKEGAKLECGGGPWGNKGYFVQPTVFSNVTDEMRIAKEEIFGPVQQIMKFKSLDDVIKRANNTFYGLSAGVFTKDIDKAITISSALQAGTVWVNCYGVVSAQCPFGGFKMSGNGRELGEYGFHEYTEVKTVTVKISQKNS
Tau fluor counter: counter-screen for tau fibril formation inhibitors | tau K18 P301L Alexa594 fluorescence, heparin fibrillization | Potency, µM (doses to about 57.7 µM), without a hit: at the highest dose activity change, negative = decrease | actives 0.93% (n = 280,000) | AID 1463; note: % is set by controls: 0 for no effect and ±100 for the full control effect; nearly all actives have a fitted effect of over 55% in size
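Human tau K18 P301L (15 uM unlabeled, 0.24 uM Alexa 594-labeled) in 100 mM sodium acetate pH 7 with 20 uM heparin, 6 hr at 37 C. ThT 30 uM added, 1 hr ambient; Alexa 594 FP and total fluorescence read at 555/632 nm.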
* = called active by the depositor; ? = inconclusive; . = not tested or not shown; [ ] = remark or other dose. Unless noted, calls come from the whole dose curve; as a rule, active = well fitted curve in the direction sought with a large enough effect; inconclusive = small, poorly fitted or top-dose-only effect, or another doubt; inactive = no such curve, though single readings can be large; an effect the other way counts as inactive or inconclusive. Potency is the fitted concentration of half-maximal effect.

| entry | molecule | NPSR antagonist | Tau fluor counter | aGal spleen mod | ALDH1A1 block |
| --- | --- | --- | --- | --- | --- |
| 1 | Cc1cc(C)c(NC(=O)CS(=O)CC(=O)Nc2ccc(F)cc2F)c(C)c1 (stereo unspecified) | 9% | -8% | -1% | . |
| 2 | CC(=O)Nc1cccc(NC(=O)CSc2ccc3nnc(CCNC(=O)c4ccccc4)n3n2)c1 | 15% | 4% | 9% | 3% |
| 3 | Fc1ccc(Nc2nc(-c3cccnc3)cs2)cc1 | 7% | -20% | -5% | -6% |
| 4 | COc1c2ccoc2nc2c(OC)c(O)ccc12 | 16% | -8% | -2% | -10% |
| 5 | Cc1c(-n2c(SCC(=O)NC(C)C(C)C)nc3ccccc3c2=O)c(=O)n(-c2ccccc2)n1C (stereo unspecified) | 11% | 6% | 2% | 17% |
| 6 | CN(C(=S)NCCN1CCOCC1)C(c1ccccc1)c1ccccc1 | -2% | 2% | -6% | ? |
| 7 | CC1CCCCN1CCCNC(=O)c1cc(Br)c(Br)[nH]1 (stereo unspecified) | -3% | 4% | -3% | -1% |
| 8 | Cc1csc2nc(CCNS(=O)(=O)c3ccc4c(c3)OCCO4)cn12 | -1%[46.1 µM] | -6% | 1% | ? |
| 9 | O=C(NC1CCSC1=O)c1ccc(Oc2cccc(C(F)(F)F)c2)nc1 (stereo unspecified) | -3%[46.1 µM] | 4% | -6% | 0% |
| 10 | Cc1ccc(/C=C2/SC(=S)N(CCC(=O)N3CCN(c4ccccc4)CC3)C2=O)cc1 | -3%[46.1 µM] | -2% | -7% | ? |
| 11 | O=C(CSCc1ccc(Cl)cc1)N/N=C/c1ccccc1 | 6%[46.1 µM] | ? | -7% | -4% |
| 12 | COCCNC(=S)NNc1ccc(Cl)c(C(=O)O)c1 | -21% | -14% | 1% | 8.9µM* |
| 13 | COc1ccc(CCn2c(N)c(C(=O)NCc3ccco3)c3nc4ccccc4nc32)cc1OC | -27%[46.1 µM] | ? | ? | ? |
| 14 | Cc1cc(N2CCN(C)CC2)nc2ccc(NC(=S)N3CCCCCC3)cc12 | -12% | -23% | 11% | ? |
| 15 | Cc1nn(Cc2ccccc2)c(Cl)c1/C=C/C(=O)OCC(=O)N(C)C1CCS(=O)(=O)C1 (stereo unspecified) | 4% | -17% | 4% | 6% |

| entry | GAA inh | GAA glycogen | GAA spleen mod | Epigenetic derep |
| --- | --- | --- | --- | --- |
| 1 | . | 5% | -1% | 0.0% |
| 2 | -9% | 5% | 6% | -0.6% |
| 3 | 1% | -24% | -5% | 4.4% |
| 4 | -9% | -29% | -4% | 2.6% |
| 5 | -9% | -9% | . | 0.2% |
| 6 | 1% | 6% | -2% | 3.2% |
| 7 | . | 13% | 2% | -1.2% |
| 8 | 1%[15.4 µM] | 12% | -3% | 0.0% |
| 9 | -7% | 4% | -8% | -1.0% |
| 10 | 4% | 3% | -4% | 1.8% |
| 11 | -4% | -18% | -6% | -1.0% |
| 12 | -6%[15.4 µM] | -7% | 2% | -0.3% |
| 13 | 6% | -12% | 2% | ? |
| 14 | -12% | ? | -2% | 0.8% |
| 15 | ? | 4% | 2% | 6.1% |

Random excerpt: 4 compounds from above.
| entry | molecule | NPSR antagonist | Tau fluor counter | aGal spleen mod | ALDH1A1 block |
| --- | --- | --- | --- | --- | --- |
| 5 | Cc1c(-n2c(SCC(=O)NC(C)C(C)C)nc3ccccc3c2=O)c(=O)n(-c2ccccc2)n1C (stereo unspecified) | 11% | 6% | 2% | 17% |
| 4 | COc1c2ccoc2nc2c(OC)c(O)ccc12 | 16% | -8% | -2% | -10% |
| 9 | O=C(NC1CCSC1=O)c1ccc(Oc2cccc(C(F)(F)F)c2)nc1 (stereo unspecified) | -3%[46.1 µM] | 4% | -6% | 0% |
| 14 | Cc1cc(N2CCN(C)CC2)nc2ccc(NC(=S)N3CCCCCC3)cc12 | -12% | -23% | 11% | ? |

| entry | GAA inh | GAA glycogen | GAA spleen mod | Epigenetic derep |
| --- | --- | --- | --- | --- |
| 5 | -9% | -9% | . | 0.2% |
| 4 | -9% | -29% | -4% | 2.6% |
| 9 | -7% | 4% | -8% | -1.0% |
| 14 | -12% | ? | -2% | 0.8% |

Reprinted: nos. 7–8
| entry | molecule | NPSR antagonist | Tau fluor counter | aGal spleen mod | ALDH1A1 block |
| --- | --- | --- | --- | --- | --- |
| 7 | CC1CCCCN1CCCNC(=O)c1cc(Br)c(Br)[nH]1 (stereo unspecified) | -3% | 4% | -3% | -1% |
| 8 | Cc1csc2nc(CCNS(=O)(=O)c3ccc4c(c3)OCCO4)cn12 | -1%[46.1 µM] | -6% | 1% | ? |

| entry | GAA inh | GAA glycogen | GAA spleen mod | Epigenetic derep |
| --- | --- | --- | --- | --- |
| 7 | . | 13% | 2% | -1.2% |
| 8 | 1%[15.4 µM] | 12% | -3% | 0.0% |

New compounds follow
| entry | molecule | NPSR antagonist | Tau fluor counter | aGal spleen mod | ALDH1A1 block |
| --- | --- | --- | --- | --- | --- |
| 16 | COc1ccc(Br)cc1C(=O)Nc1ccc(O)cc1 | -19%[46.1 µM] | -20% | 0% | ? |
| 17 | CCOC(=O)Cn1c(Br)nc2c1c(=O)[nH]c(=O)n2C | -4%[46.1 µM] | -2% | 3% | 4% |
| 18 | O=C(c1ccc(NC(=S)Nc2ccc(F)cc2F)cc1)N1CCOCC1 | -7% | -12% | 0% | -13% |
| 19 | COc1ccc(C(=O)/C=C/C(=O)N(Cc2ccc3c(c2)OCO3)C(C(=O)NC2CCCCC2)c2ccncc2)c(O)c1 (stereo unspecified) | -28% | -14% | -18% | ? |
| 20 | COCCCN(C(=S)Nc1cc(C)cc(C)c1)C(C)c1ccncc1 (stereo unspecified) | -7% | -9% | 2% | 15% |
| 21 | O=C(NNC(=O)c1ccncc1)Nc1ccc([N+](=O)[O-])cc1 | 9% | 2% | -9% | ? |
| 22 | OCC1(c2cc(C(F)(F)F)n[nH]2)CCCCC1 | -12%[7.67 µM] | -2% | -1% | -2% |
| 23 | Cc1ccc(NC(=O)c2cc(S(=O)(=O)N3CCCCC3)ccc2N2CCOCC2)cc1F | ? | -12% | 3% | ? |
| 24 | COc1cc(NC(=O)c2ccccc2)c(OC)cc1NC(=O)CN1CCCCC1 | -9%[46.1 µM] | -7% | 2% | ? |
| 25 | COC(=O)Cn1c(=O)c2c(n(Cc3ccccc3)c1=O)N/C(=C/c1ccc(OC)cc1)C2=O | -24% | ? | 2% | . |
| 26 | O/N=C/CCn1c(=S)sc2ccccc21 | 2%[46.1 µM] | -2% | 9% | 0% |
| 27 | CC(=O)N/N=C(\C)c1ccc(Br)cc1Br | 1% | 3% | -16% | 12% |
| 28 | Cc1ccccc1NC(=O)NC(N)=O | 14% | 5% | -18% | -1% |
| 29 | Cc1noc(C)c1CSc1nnc(-c2cc(Cl)ccc2Cl)n1N | ? | -4% | -5% | 5% |
| 30 | CCC(C)NS(=O)(=O)c1cccs1 (stereo unspecified) | 9%[46.1 µM] | -1% | 4% | 1% |

| entry | GAA inh | GAA glycogen | GAA spleen mod | Epigenetic derep |
| --- | --- | --- | --- | --- |
| 16 | -7% | -4% | -3% | -1.1% |
| 17 | 1% | -4% | -5% | 0.6% |
| 18 | 3% | -10% | 6% | -1.2% |
| 19 | 2% | 6% | -12% | -3.2% |
| 20 | -1% | -5% | 0% | -0.9% |
| 21 | -1% | -30% | -5% | -0.2% |
| 22 | -11% | -7% | -17% | 1.3% |
| 23 | -1% | -9% | 1% | -2.9% |
| 24 | -1% | 2% | -7% | 0.0% |
| 25 | . | 1% | 0% | 1.1% |
| 26 | 0% | -5% | -2% | -0.2% |
| 27 | -9% | 4% | 1% | -5.7% |
| 28 | 0% | -12% | -4% | -3.9% |
| 29 | -3% | -3% | -6% | -1.5% |
| 30 | 3% | 8% | 1% | 0.9% |

(more compounds)
| entry | molecule | NPSR antagonist | Tau fluor counter | aGal spleen mod | ALDH1A1 block |
| --- | --- | --- | --- | --- | --- |
| 31 | CCc1ccccc1NC(=O)C1NC(=O)CC1c1ccccc1 (stereo unspecified) | ? | 0% | 3% | -5% |
| 32 | COc1ccc(S(=O)(=O)Nc2cc(C)on2)cc1OC | 6% | 3% | 6% | -3% |
| 33 | Cc1csc(SCC(=O)Nc2c(C)n(C)n(-c3ccccc3)c2=O)n1 | 0%[46.1 µM] | 8% | -2% | 3% |
| 34 | c1ccn2cc(C34CC5CC(CC(C5)C3)C4)nc2c1 | -43% | 7% | 2% | ? |
| 35 | Cc1ccc2[nH]c(=O)c(CN(C(=O)c3cccc([N+](=O)[O-])c3)C(C)C)cc2c1 | -12% | -14% | 2% | . |
| 36 | Cc1c(Cl)cccc1NC(=O)Nc1cc(C(C)(C)C)nn1C | 39% | -24% | 0% | 4% |
| 37 | CCOC(=O)c1cnc(SC2CC(=O)N(c3cccc(OC)c3)C2=O)nc1N (stereo unspecified) | -8%[46.1 µM] | ? | 14% | -1% |
| 38 | c1nc2sc3c(c2c2nnnn12)CCC3 | 15%[46.1 µM] | -2% | -17% | ? |
| 39 | COc1ccc(OC)c(NC(=O)C2CCN(S(=O)(=O)c3cccs3)CC2)c1 | -13%[46.1 µM] | -18% | 12% | 1% |
| 40 | Cc1ccc(NC(=O)c2cc(=O)n(Cc3ccccc3)c(=O)[nH]2)cc1C | -6% | -2% | -3% | 11% |
| 41 | Cc1cc(C)nc(Oc2ccc(Br)cc2Br)n1 | 19% | 1% | -2% | 12% |
| 42 | Cc1ccc(Cl)cc1N1CCN(C(=O)CCC(=O)O)CC1 | 4%[46.1 µM] | 7% | -8% | 0% |
| 43 | CCc1ccc(/C=N/NC(=O)c2ccccn2)cc1 | -21% | 4% | 4% | . |
| 44 | CCCC(=O)Nc1nc2nc(C)cc(=O)n2[nH]1 | 2%[46.1 µM] | 0% | 5% | -4% |

| entry | GAA inh | GAA glycogen | GAA spleen mod | Epigenetic derep |
| --- | --- | --- | --- | --- |
| 31 | -6% | -10% | -5% | 0.3% |
| 32 | 14% | 5% | -1% | -1.0% |
| 33 | -9% | -3% | -2% | -2.1% |
| 34 | 3% | 0% | . | -1.2% |
| 35 | . | 6% | -8% | 0.1% |
| 36 | -2% | 6% | -4% | 1.1% |
| 37 | -3% | 6% | 2% | -1.0% |
| 38 | -1% | 3% | 2% | 1.4% |
| 39 | -6% | 6% | 5% | 3.0% |
| 40 | -12% | -2% | 1% | 0.0% |
| 41 | 4% | -7% | 6% | 1.1% |
| 42 | -12% | -12% | -10% | -1.0% |
| 43 | . | ? | -3% | -3.0% |
| 44 | -2% | 5% | 0% | -4.1% |

Some of the compounds tested; count on the stated rates, not on these rows.
